# Assay outcomes as filed in PubChem.
# DDE Tn6 FP inh – disrupts Tn6 cyclic peptide binding to fibrin D-Dimer-E complex | P02675 | Fibrin DD(E) TRITC-Tn6 fluorescence polarization displacement | AID 720509 | inhibition, % at 8.3 µM | 370,000 compounds, 0.21% hits;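 active means inhibition above a per-campaign cutoff: mean of compounds within control limits plus 3 SD, cut at about 15% in these data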;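 further: 0% = median of all compound wells on the plate and 100% = blocking peptide control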
# ASAP1 GAP inh – inhibitors of human ASAP1 ArfGAP activity; Q9ULH1; inhibition, % at 16.5 µM; ASAP1-stimulated ARF1 GTP hydrolysis, GDP FP detection; 360,000 compounds, 0.19% hits; AID 624377; in the data active means inhibition above about 25%;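 further: 0% = vehicle with enzyme and substrate and 100% = no enzyme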
# Target sequence (Q9ULH1 325-724 limits assumed): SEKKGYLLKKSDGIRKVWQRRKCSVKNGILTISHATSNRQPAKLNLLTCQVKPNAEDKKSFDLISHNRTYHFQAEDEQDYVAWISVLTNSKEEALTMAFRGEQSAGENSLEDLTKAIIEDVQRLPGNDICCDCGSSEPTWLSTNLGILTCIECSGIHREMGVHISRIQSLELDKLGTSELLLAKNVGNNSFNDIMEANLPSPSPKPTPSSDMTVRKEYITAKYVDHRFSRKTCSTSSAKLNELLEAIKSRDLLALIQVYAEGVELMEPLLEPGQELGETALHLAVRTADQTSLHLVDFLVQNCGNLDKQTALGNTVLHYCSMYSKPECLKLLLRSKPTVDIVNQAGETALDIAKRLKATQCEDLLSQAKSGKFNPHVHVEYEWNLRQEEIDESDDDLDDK
# ARFGAP1 inh – rat ARFGAP1 inhibition; Q62848; Arfgap1-stimulated ARF1 GTP hydrolysis, GDP FP detection; inhibition, % at 16.5 µM; 360,000 compounds, 0.26% hits; AID 651572;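 active means inhibition above a per-plate limit, mean inhibition of low control wells plus 3 SD, cut at about 25% in these data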;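 further: 0% = DMSO wells with enzyme and 100% = wells lacking Arfgap1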
# Target sequence (Q62848 1-136 limits assumed): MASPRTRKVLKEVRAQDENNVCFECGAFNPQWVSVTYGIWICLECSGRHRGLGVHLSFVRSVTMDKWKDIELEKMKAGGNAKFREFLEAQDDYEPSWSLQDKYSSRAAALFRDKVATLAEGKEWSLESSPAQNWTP
#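 System: truncated rat Arfgap1 GAP domain / Benchmarks: high control wells lacking Arfgap1, low control full reaction with DMSO / Times: compound-enzyme preincubation 20 min, reaction 120 min, detection 60 min, 25 °C / Repeats: one replicate per compound / Also added: human ARF1(Δ1-17)-GTP substrate / Measured by: Tracer-displacement fluorescence polarization with EDTA stop, 620/688 nm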
# PLC-gamma1 inh – inhibitors of human phospholipase C gamma1 | inhibition, % at 12.2 µM | purified PLC-gamma1, fluorogenic substrate, fluorescence | AID 720700 | 370,000 compounds, 0.84% hits | P19174; in the data active means inhibition above about 9.5%
# UHRF1 MBD2 ctr – UHRF1 methyl-DNA binding inhibition; 370,000 compounds, 0.75% hits; UHRF1 binding to methylated oligo, TR-FRET; inhibition, % at 4.4 µM; AID 687016; in the data active means inhibition above about 21%;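 further: UHRF1 SRA domain binding a hemimethylated CpG hairpin DNA probe; 0% = median of test compound wells and 100% = reference inhibitor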
# Rev-erbA mod – Rev-erb alpha (human) modulation; 370,000 compounds, 0.79% hits; AID 1259318; activity, % at 10 µM; Rev-erbα–FITC-DNA binding, fluorescence polarization, 90 min;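 active means activity above about 14%, limit read from the data; passing the limit was not always enough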;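 further: 0% = DMSO wells with 35 nM protein and 100% = DMSO wells with 750 nM protein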
# DDE Tn7 FP inh – disrupts Tn7 cyclic peptide binding to fibrin D-Dimer-E complex | P02675 | FP displacement of FITC-Tn7 peptide from fibrin DD(E); 0% = median of compound wells per plate | inhibition, % at 8.3 µM | 370,000 compounds, 0.13% hits;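 active means inhibition above the mean of compounds falling within the control limits plus 3 SD of them, cut at about 14% in these data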;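 further: 0% = plate median of compound wells and 100% = 10 µM Aha-Tn7 peptide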
#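 system = human fibrin DD(E) protein | quantity = DD(E) 2 µM final | medium = Tris/NaCl/CaCl2 buffer, pH 7.8 | also added = labelled Tn7 tracer, 0.1 µM | compound dosing = single point at 8.3 µM | timing = compound with protein 10 min, then 3 h after probe, room temperature | signal = FP measurement | benchmarks = Aha-Tn7 high control | repeats = one replicate per compound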
# PLCb3 inh – inhibitors of human phospholipase C beta3; Q01970; Purified PLC-beta3, fluorogenic substrate, fluorescence; inhibition, % at 12.2 µM; 370,000 compounds, 0.18% hits; in the data active means inhibition above about 11%;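 further: 0% = median of compound wells on plate and 100% = full blocker control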
# sPLA2-III inh – Blocks human group III sPLA2 activity | QFRET BODIPY PC-A2 liposome hydrolysis, fluorescence | inhibition, % at 12.2 µM | 370,000 compounds, 0.56% hits;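 active means inhibition above mean plus 3 SD of compounds lying within the high and low control bounds, cut at about 19% in these data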;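 further: 0% = median of test compound wells and 100% = no enzyme DMSO wells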
# Target sequence (Q9NZ20 whole entry, looked up): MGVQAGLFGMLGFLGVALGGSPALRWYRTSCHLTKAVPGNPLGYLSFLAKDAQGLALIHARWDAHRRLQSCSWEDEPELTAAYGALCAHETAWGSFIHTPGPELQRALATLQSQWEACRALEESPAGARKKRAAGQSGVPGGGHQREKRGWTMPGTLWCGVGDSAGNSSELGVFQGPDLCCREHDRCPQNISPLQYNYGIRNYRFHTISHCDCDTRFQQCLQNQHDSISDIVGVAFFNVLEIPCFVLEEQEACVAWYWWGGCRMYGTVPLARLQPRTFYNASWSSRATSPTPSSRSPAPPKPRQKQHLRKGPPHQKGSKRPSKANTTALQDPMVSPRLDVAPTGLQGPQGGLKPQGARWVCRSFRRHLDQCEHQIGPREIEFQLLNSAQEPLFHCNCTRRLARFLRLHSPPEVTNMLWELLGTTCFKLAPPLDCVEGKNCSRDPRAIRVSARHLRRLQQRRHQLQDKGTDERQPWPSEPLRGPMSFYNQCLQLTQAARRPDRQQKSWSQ
# proKLK7 act – activators of human kallikrein-7 zymogen; 370,000 compounds, 0.9% hits; activation, % at 7 µM; purified proKLK7, EDANS-DABCYL substrate fluorescence; 100% is mature enzyme control, 0% vehicle;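 active means activation above the mean of all tested compounds plus 3 SD, computed per campaign excluding outliers beyond control limits, cut at about 13% in these data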
# Active calls of the source: *; . = no result given. This is a random part of the collection; 4.5% or so of the library scored in one or more.
nr	smiles	DDE Tn6 FP inh	ASAP1 GAP inh	ARFGAP1 inh	PLC-gamma1 inh	UHRF1 MBD2 ctr	Rev-erbA mod	DDE Tn7 FP inh	PLCb3 inh	sPLA2-III inh	proKLK7 act
1	CCc1nnc(NC(=O)c2n[nH]c(=O)c3ccccc23)s1	4	2	1	0	-2	-5	1	-4	2	0.0
2	O=C(N/N=C/c1ccccc1O)c1ccc2c(c1)OCO2	-8	14	-1	-24	4	2	3	-60	13	-5.5
3	Cc1ccc(N(C(C)C(=O)O)S(=O)(=O)c2c(C)[nH]c(=O)[nH]c2=O)cc1 (stereo not given)	3	5	15	3	-1	6	-5	2	4	-0.4
4	C/C=C(\C)C(=O)NCCN1C2=NC[C@@H](C)N2C[C@@H]1Cc1ccc(OC)cc1	1	-6	-3	1	-1	-2	-4	-1	-2	0.3
5	O=C(CSCc1ccccc1)N/N=C/c1cc2c(cc1Br)OCO2	3	2	3	-3	-1	4	2	-4	0	0.3
6	COc1ccc(C(=O)N/C(=C\c2ccccc2)C(=O)N2CCOCC2)cc1	1	-11	-1	7	0	-4	1	-5	-3	0.0
7	CCCc1[nH]nc2c1C(c1ccccc1OC)C(C#N)=C(N)O2 (stereo not given)	-7	6	9	-1	-6	-4	3	-1	-10	-0.2
8	CC1CCCC(NC(=O)COC(=O)Cc2ccsc2)C1C (stereo not given)	-5	6	11	4	2	-8	-6	2	8	-0.4
9	CCCCOC(=O)Nc1ccc(S(=O)(=O)Nc2ccc([N+](=O)[O-])cc2)cc1	1	-1	3	3	6	3	-8	4	-49	0.3
10	COc1ccc(S(=O)(=O)N2CCCCC2)cc1NC(=O)CN1C(=O)NC(C)(C2CC2)C1=O (stereo not given)	12	4	6	3	-2	-6	6	-3	8	0.6
11	CCCCCCN[C@H]1CCC2C3CC=C4C[C@@H](O)CC[C@]4(C)C3CC[C@@]21C (stereo not given in full)	-2	16	0	1	0	2	9	6	-19	0.3
12	O=C(Cn1nnc(-c2ccccc2F)n1)Nc1ccc2c(c1)OCCO2	13	14	6	-1	1	6	3	-6	0	0.3
13	CC(C(=O)NC(=O)NC1CCCCC1)N1CCN(c2ccc(O)cc2)CC1 (stereo not given)	1	0	-27	0	0	1	-1	-7	10	0.1
14	COC(=O)CSc1nc(N)c(C#N)c(CC(C)C)c1C#N	-4	11	-3	-9	1	0	-7	-15	-3	1.8
15	Cc1c(C(=O)O)cccc1-n1c(C)cc(/C=C(/C#N)C(=O)NCc2ccccc2)c1C	5	0	-5	-28	3	0	7	-35	5	1.0
16	COc1cc(C=C2CN(C)C(=O)C2=O)ccc1O	-3	-12	11	0	-24	0	3	-3	9	0.5
17	COc1cc2c(cc1NC(=O)c1cccc(Br)c1)CCCC2	-2	13	-6	0	0	0	-1	-3	5	0.0
18	CN(/N=C/c1ccccc1Cl)c1ncc(Cl)cc1C(F)(F)F	6	-5	-4	2	2	0	10	-7	14	-0.8
19	O=C(Nc1ccc(Br)cc1)C1OCCc2ccccc21 (stereo not given)	-2	-2	-4	0	-3	6	-4	-5	-1	0.1
20	CCCNC(=O)c1c[nH]c2ccc(S(=O)(=O)N(C)c3ccc(OCC)cc3)cc2c1=O	5	3	1	1	0	-4	2	1	-6	0.7
21	O=C(Cc1ccc(Cl)cc1)Nc1ccccc1C(=O)N1CCCCC1	3	5	3	3	3	-2	-2	-4	5	-0.1
22	COc1ccc(C2C(C(=O)Nc3ccccc3OC)=C(C)Nc3nnnn32)c(OC)c1 (stereo not given)	14	9	0	4	-1	0	-2	4	-3	0.1
23	Cc1ccc(S(=O)(=O)N(Cc2cc3cc4c(cc3[nH]c2=O)OCCO4)CC2CCCO2)cc1 (stereo not given)	5	23	2	-65	1	1	-9	-78	-9	-3.6
24	Cc1ccccc1CSCCC(=O)NCCc1ccccc1	-2	-6	0	-2	-1	1	2	-9	-1	0.0
25	CC(=O)N1CCc2cc(S(=O)(=O)NCCC(=O)NCCc3ccc(Cl)cc3)ccc21	-11	0	9	3	-1	-5	-6	-5	-8	-0.2
26	CCc1cccc(C)c1NC(=O)C1CN(S(=O)(=O)c2ccccc2)CCN1S(=O)(=O)c1ccccc1 (stereo not given)	-2	-10	2	1	-3	-2	-3	1	-16	-0.5
27	COc1cccc(C2c3c(-c4cc(Cl)c(C)cc4O)n[nH]c3C(=O)N2Cc2cccnc2)c1 (stereo not given)	-3	-3	-8	-1	1	-3	2	-2	-25	-0.1
28	O=C(C1CCCN(S(=O)(=O)c2ccccc2[N+](=O)[O-])C1)N1CCN(c2ccccc2)CC1 (stereo not given)	2	4	2	-1	-2	-1	-5	0	1	0.2
29	Cc1ccccc1NC(=S)N(CCCN1CCC(C)CC1)Cc1ccco1	0	-2	4	0	0	-3	6	2	10	-0.2
30	C#Cc1ccc([C@@H]2C=C(C(=O)Nc3ccccc3)O[C@H](OCC)[C@H]2CCCO)cc1	0	-3	10	5	3	0	-9	3	-11	0.4
31	O=C(CCC(=O)N1CCOc2ccccc21)N1CCOCC1	6	-11	5	1	-1	-5	1	3	0	0.0
32	O=C(COC(=O)c1cccnc1Cl)NC12CC3CC(CC(C3)C1)C2	-7	-5	2	1	-1	-1	9	1	-7	-0.1
33	Cc1oc(-c2ccc(F)cc2)nc1CN(Cc1ccccn1)CC1CCCO1 (stereo not given)	9	-1	-9	-14	-3	-1	3	-19	-5	0.5
34	COc1ccc(NC(=O)c2ccccc2NC(=O)c2cccs2)cc1	3	8	12	0	0	1	0	-6	-8	0.1
35	Cc1cc(NCCCCO)n2c(nc3ccccc32)c1C#N	-10	-2	-5	-295	-9	-1	-2	-343	1	43*
36	CC/C=C\[C@H](O)[C@H](O)C1=C(C)C(=O)[C@]2(O1)C(=O)N[C@@](OC)(C(=O)c1ccccc1)[C@@H]2O	-4	.	.	-5	0	-2	6	-8	4	0.3
37	CCOC(=O)[C@]12CCCC3=C1N(CCC3)C(=O)[C@@H](CC(=O)NCc1cccc(C(F)(F)F)c1)C2	5	.	.	-1	1	5	3	0	0	-0.1
38	C[C@H](NC(=O)[C@@H]1CSC2c3ccccc3C(=O)N21)C(=O)NC1CCCC1 (stereo not given in full)	2	-11	-6	0	2	-8	6	-7	0	0.2
39	O=C(NCC1CCCO1)c1nn2c(C(F)(F)F)cc(-c3cccs3)nc2c1Cl (stereo not given)	-2	1	4	-10	-1	-3	3	-16	9	-0.3
40	COCCN1Cc2cccc(C(=O)Nc3ccc(-c4nc5ccccc5[nH]4)cc3)c2C1=O	10	-9	-4	-19	0	-6	2	-18	7	-7.2
41	C=C1CCN([C@H](C(=O)OCc2cccc(C)c2)C(C)C)S(=O)(=O)c2ccccc21	-2	-7	-6	2	3	4	1	-1	2	-0.3
42	Cc1ccccc1C(=O)Nc1cccc(NC(=O)c2ccccc2[N+](=O)[O-])c1	0	11	2	-1	3	1	0	-7	-2	0.0
43	CCOC(=O)C1=C(C)NC(=S)N(C(C)=O)C1c1ccccc1 (stereo not given)	5	8	-1	6	-1	-3	-4	3	6	0.3
44	Cc1cccc(-c2nc(CS(=O)CC(=O)NC3CCCC3)c(C)o2)c1 (stereo not given)	-8	5	-8	-1	6	-4	1	4	-1	-0.1
45	O=C(COC(=O)c1ccc(NS(=O)(=O)c2cccs2)cc1O)Nc1ccc(F)cc1	-3	7	8	4	1	-5	-2	-10	-44	0.1
46	CCOCC(=O)Nc1cc([N+](=O)[O-])ccc1C	-2	-2	-4	3	-1	-2	-7	4	1	0.4
47	COc1ccccc1NC(=O)c1ccc(-c2nn(C)c(=O)c3ccccc23)cc1	6	15	16	-4	2	-4	-9	-6	2	-0.7
48	O=C(OCc1nnc(-c2ccccc2)o1)c1ccc2c(c1)OCCO2	-6	4	9	-1	0	5	-11	-3	-12	-0.9
49	COc1ccc(/C(O)=C2/C(=O)C(=O)N(CCN3CCOCC3)C2c2ccccn2)cc1 (stereo not given)	5	-2	10	-11	-2	-6	-3	-14	-1	0.1
50	C=CCN(c1ccccc1)S(=O)(=O)c1cccc(C(=O)NNC(=O)c2ccccc2O)c1	-8	9	14	-1	-2	-4	-5	-7	7	-0.1
51	COc1ccc2[nH]c3c(=O)n(Cc4ccco4)cnc3c2c1	-11	9	12	-126	0	-2	-5	-165	-5	-40
52	CCN1CCN(CCC(=O)Nc2ccc(Br)cc2)CC1	-5	-13	-4	-1	-1	4	1	3	1	0.6
53	CN(C)/C=C(/C(=O)c1ccc(Cl)cc1)S(=O)(=O)c1ccccc1	-7	0	0	12*	4	-4	-8	8	-5	-0.5
54	COC(=O)[C@H](CC(C)C)NC(=O)Nc1cccc(Br)c1	-4	2	-6	-1	1	-3	-2	4	-3	0.2
55	COc1cccc(N2CCN(C3CC(=O)N(c4ccc(Cl)cc4)C3=O)CC2)c1 (stereo not given)	1	8	-5	1	5	-1	5	2	-11	-0.1
56	Cc1ccn2c(C(=O)CSc3ccccc3Cl)c(C)nc2c1	4	-12	9	2	-3	-4	12	-1	-7	0.0
57	O=C(N=Nc1c(O)[nH]c2ccc([N+](=O)[O-])cc12)c1ccccc1[N+](=O)[O-]	-2	-2	-2	1	-4	3	-5	-5	-7	-0.1
58	COc1ccc(N2C(=O)CCC(C(=O)N3CCCCC3)C2c2ccc(OC)c(OC)c2)cc1 (stereo not given)	-7	-2	5	-2	1	-2	0	-2	-1	-0.5
59	CCN(CC)C(=O)C1CCCN(C(=S)Nc2cccc3ccccc23)C1 (stereo not given)	1	6	3	-44	1	-2	7	-46	6	-7.0
60	FC(F)(F)c1cccc(Oc2ccc3c(C(F)(F)F)cc(C(F)(F)F)nc3n2)c1	4	0	0	-1	-1	-3	-5	4	2	0.1
61	C/C(=N\OCc1ccc(C#N)cc1)c1ccccc1	2	-11	-9	-2	71*	4	-8	3	-1	-0.2
62	COc1cc(OC)cc(-c2c(C#Cc3ccsc3)c3cc(-c4cc(OC)c(OC)c(OC)c4)ccc3n2C)c1	13	-2	5	-56	2	3	3	-72	7	-2.6
63	COc1cccc(OC)c1C(=O)NN1CCCCC1	10	-5	-7	2	3	6	6	3	6	-0.6

# Complete entries, looked up by structure. Order of screens: DDE Tn6 FP inh, ASAP1 GAP inh, ARFGAP1 inh, PLC-gamma1 inh, UHRF1 MBD2 ctr, Rev-erbA mod, DDE Tn7 FP inh, PLCb3 inh, sPLA2-III inh, proKLK7 act
# Record of `CCOC(=O)C1=C(C)NC(=S)N(C(C)=O)C1c1ccccc1` (stereo not given) : 5, 8, -1, 6, -1, -3, -4, 3, 6, 0.3
# Record of `COc1ccc(N2C(=O)CCC(C(=O)N3CCCCC3)C2c2ccc(OC)c(OC)c2)cc1` (stereo not given) : -7, -2, 5, -2, 1, -2, 0, -2, -1, -0.5
